# CAL PDZ FP-1 – blocks peptide binding to the human CAL PDZ domain | purified CAL PDZ, TMR-peptide fluorescence polarization, 1 h | inhibition, % at 24.9 µM | 0.92% of 300,000 active | AID 602252;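 active = mean inhibition of at least 30% with at least half of replicates also reaching 30%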;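 also: 0% = DMSO neutral control and 100% = excess unlabeled competitor peptide PRC23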
# SR-BI uptake up – activators of SR-BI mediated HDL lipid uptake; CHO ldlA[mSR-BI] cells, DiI-HDL uptake fluorescence, 3 h; 100 = double the neutral-control signal; activation, % at 12.5 µM; 0.096% of 320,000 active; AID 504775;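 active = mean replicate activation of at least 60% and every replicate at or above 60%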;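 also: 0% = median plate neutral-control signal and 100% = twice that signal; values of inactives mirror those of a sister screen read the other way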
#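 Test system: SR-BI-overexpressing, LDLR-lacking CHO cells. Measured by: DiI fluorescence, bottom read. Medium: Ham's F12 with 0.5% BSA, HEPES 25 mM, pH 7.4. Timing: 3 h uptake period with compound, 37 °C.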
# AddAB inh – less growth of phage-infected E. coli with AddAB; E. coli expressing H. pylori AddAB, absorbance growth; inhibition, % at 11.9 µM; 0.29% of 330,000 active; AID 435030; in the data active = inhibition above about 12%;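 also: 0% = vehicle wells of infected cells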
# CAL PDZ FP-2 – inhibitors of human CAL PDZ peptide binding. 0.02% of 330,000 active. AID 504414. purified CAL PDZ, TMR-peptide fluorescence polarization, 1 h. inhibition, % at 20 µM;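 active = highest replicate inhibition of at least 40%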;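 also: plate controls were DMSO neutral control wells for no effect and unlabeled competitor peptide control wells for full effect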
#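 System: tagged CAL PDZ domain. Schedule: 1 h room-temperature incubation prior to read. Signal: fluorescence polarization (mP). Measure: percent inhibition from loss of millipolarization.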
# phage Ecoli inh – E. coli growth loss with phage present; 0.26% of 360,000 active; inhibition, % at 11.9 µM; growth absorbance; in the data active = inhibition above about 11%
# Tat export inh – inhibitors of E. coli Tat protein transport. 0.036% of 340,000 active. inhibition, % at 10 µM. E. coli MC4100 TorA-mCherry Tat export, fluorescence;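 active = mean replicate inhibition at least 50% and at least half of replicates individually reaching 50%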;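 also: exported cargo escapes ClpAP degradation while cytoplasmic cargo is degraded and loses fluorescence; 0% = median of neutral control wells and 100% = median of NaSCN control wells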
# SR-BI HDL uptake – blocks mouse SR-BI lipid uptake from DiI-HDL; Q61009; ldlA[mSR-BI] CHO cells, DiI-HDL uptake fluorescence, 3 h; inhibition, % at 12.5 µM; 0.96% of 320,000 active; AID 488896;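 active = mean replicate inhibition of at least 70% and a set share of replicates each scoring 70 or more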;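 also: 0% = median of neutral control wells and 100% = median of positive control wells; values of inactives mirror those of a sister screen read the other way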
# Target sequence (Q61009 whole entry, looked up): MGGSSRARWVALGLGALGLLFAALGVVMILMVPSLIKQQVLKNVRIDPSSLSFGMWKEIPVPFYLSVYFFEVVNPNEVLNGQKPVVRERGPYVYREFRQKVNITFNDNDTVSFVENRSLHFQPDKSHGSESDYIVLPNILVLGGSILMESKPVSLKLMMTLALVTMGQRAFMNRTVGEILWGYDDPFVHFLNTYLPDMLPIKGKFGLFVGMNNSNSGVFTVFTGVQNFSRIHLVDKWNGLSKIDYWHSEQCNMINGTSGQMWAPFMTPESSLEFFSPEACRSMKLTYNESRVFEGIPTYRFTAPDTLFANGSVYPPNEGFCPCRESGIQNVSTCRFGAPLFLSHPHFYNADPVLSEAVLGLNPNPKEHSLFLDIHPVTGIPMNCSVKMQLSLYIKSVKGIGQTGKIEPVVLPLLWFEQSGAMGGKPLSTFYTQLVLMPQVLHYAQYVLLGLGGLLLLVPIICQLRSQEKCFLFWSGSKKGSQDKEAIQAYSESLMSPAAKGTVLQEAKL
# Wnt bcat act – Wnt/beta-catenin pathway activation | Wnt/beta-catenin reporter cell assay, activator, plate reader | activation, % at 9.35 µM | 1.2% of 300,000 active; in the data active = activation above about 30%, passing the limit was not always enough;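 also: 0% = neutral control wells and 100% = positive control wells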
# Ecoli viability – counter-screen for AddAB inhibitors: E. coli growth inhibition; E. coli V3065 growth, OD600 absorbance, 18 h; inhibition, % at 11.9 µM; 0.27% of 330,000 active; AID 449728;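 active = inhibition above the campaign's mean inhibition across all tested compounds plus 3 SD, cut at about 9.9% in these data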;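 also: uninfected addAB+ strain grown without phage in ampicillin broth; 0% = DMSO wells and 100% = ciprofloxacin 0.95 µg/ml wells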
# MITF TRPM1 HTS – MITF TRPM1 promoter activation in melanoma cells; SK-MEL-5 TRPM1-promoter luciferase, 24 h; % of positive control, neutral wells = 0; activation, % at 12.5 µM; 0.75% of 300,000 active; AID 588334;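 active = mean activation of at least 80% with every replicate also reaching 80%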;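 also: 0% = neutral control wells and 100% = parthenolide positive control wells; values of inactives mirror those of a sister screen read the other way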
# Starred values were filed as active, the others as inactive; · = no result given.
SMILES,CAL PDZ FP-1,SR-BI uptake up,AddAB inh,CAL PDZ FP-2,phage Ecoli inh,Tat export inh,SR-BI HDL uptake,Wnt bcat act,Ecoli viability,MITF TRPM1 HTS
O=C(COc1ccc(Cl)cc1)NCc1ccncc1,5,2,0.0,-0.2,3.8,-14,-2,-1,-1.8,2
C/C(=C\C(=O)c1ccccc1)Nc1ccc(N2CCOCC2)cc1,-5,-3,-0.4,-1.4,1.7,-1,3,5,-4.1,·
O=C(COC(=O)c1ccc([N+](=O)[O-])o1)NC1CCS(=O)(=O)C1 (centres undefined),1,22,6.3,0.4,5.5,-8,-22,·,1.2,-4
O=C(OCC(=O)c1c[nH]c2ccccc12)c1cc2ccccc2cc1O,·,5,0.6,-1.4,1.2,0,-5,·,-1.0,1
Cc1ccc(C(=O)N2N=C(c3cccc(NS(C)(=O)=O)c3)CC2c2cccs2)cc1 (centres undefined),-12,·,-0.2,0.2,3.4,1,·,-5,3.4,3
CCCCCC(=O)Nc1cccc(S(=O)(=O)NC2=NCCCCC2)c1,·,-5,4.2,-0.9,-0.1,-5,5,5,0.2,-15
CSCC[C@H](NC(=O)[C@H](Cc1ccccc1)n1c(=O)[nH]c2ccccc2c1=O)C(=O)NCC1CCC(C(=O)O)CC1 (some centres undefined),4,20,0.0,-0.7,1.1,-3,-20,-1,0.8,-9
CC(=O)Nc1ccc2nc(CN3CCN(CC(C)C)C(CCO)C3)ccc2c1 (centres undefined),0,8,-1.2,-1.0,1.2,-3,-8,1,-1.3,-4
CC(C)c1ccc(CNc2ccc(N3CCOCC3)cc2)cc1,1,17,1.1,0.2,2.0,3,-17,-4,-1.3,-7
O=C(CCN1CCN(c2ccccc2F)CC1)Nc1cccc(F)c1,-16,47,0.2,-1.8,2.6,-5,-47,-3,0.6,·
Cc1cc(SCC(N)=O)nc(SCC(=O)c2ccccc2)n1,-3,-14,2.1,-0.3,4.0,1,14,7,-1.7,·
CNC(C)C(=O)NC(C(=O)N1CCCC1C(=O)Nc1ccc2ncccc2c1)C(C)C (centres undefined),-3,32,1.1,-0.1,1.4,-2,-32,1,0.0,·
Cc1csc(NC(=O)c2ccc(C)c(S(=O)(=O)N3CCOCC3)c2)n1,·,·,-0.7,·,2.7,·,·,7,-2.5,·
CN(C(=O)c1c(Cl)cnn1C)C12CC3CC(CC(C3)C1)C2,-3,13,-1.2,-8.8,1.6,11,-13,·,-1.0,3
CN(C)c1ccc(C(C(=O)NC(C)(C)C)N(C(=O)c2csnn2)C2CC2)cc1 (centres undefined),0,-18,5.0,0.1,0.6,4,18,4,0.3,-5

# The last four records of the section above lead into the next.
SMILES,CAL PDZ FP-1,SR-BI uptake up,AddAB inh,CAL PDZ FP-2,phage Ecoli inh,Tat export inh,SR-BI HDL uptake,Wnt bcat act,Ecoli viability,MITF TRPM1 HTS
CNC(C)C(=O)NC(C(=O)N1CCCC1C(=O)Nc1ccc2ncccc2c1)C(C)C (centres undefined),-3,32,1.1,-0.1,1.4,-2,-32,1,0.0,·
Cc1csc(NC(=O)c2ccc(C)c(S(=O)(=O)N3CCOCC3)c2)n1,·,·,-0.7,·,2.7,·,·,7,-2.5,·
CN(C(=O)c1c(Cl)cnn1C)C12CC3CC(CC(C3)C1)C2,-3,13,-1.2,-8.8,1.6,11,-13,·,-1.0,3
CN(C)c1ccc(C(C(=O)NC(C)(C)C)N(C(=O)c2csnn2)C2CC2)cc1 (centres undefined),0,-18,5.0,0.1,0.6,4,18,4,0.3,-5
O=S(=O)(NCc1ccccc1Cl)c1ccc(-n2cccn2)cc1,-5,6,1.9,-0.3,3.5,-10,-6,0,-0.3,0
CCSc1nnc(SCC(=O)c2c(N)n(C)c(=O)n(C)c2=O)s1,·,8,·,-0.7,3.8,-1,-8,0,·,10
Cc1ccc(C)c(Cn2cnc3c(cnn3C(C)(C)C)c2=O)c1,-2,6,3.2,-0.6,2.7,2,-6,·,1.0,-11
NC(N)=NS(=O)(=O)c1ccc(NC(=S)NC(=O)c2ccccc2)cc1,-5,·,0.8,-2.8,2.7,-2,·,6,-0.2,4
NC(=O)C1CCN(c2cc(Cl)ccc2[N+](=O)[O-])CC1,-4,5,1.9,-0.3,2.2,1,-5,-3,0.2,·
Cc1cc(N2CCOCC2)nc(SCC(=O)OCc2ccccc2)n1,4,5,-1.9,1.2,3.3,-13,-5,-1,7.9,16
Cn1c(=O)c2c(nc(CN3CCN(C(=O)c4ccco4)CC3)n2Cc2ccccc2)n(C)c1=O,-1,17,0.6,-0.2,3.1,-2,-17,·,0.4,12
Cc1ccc(S(=O)(=O)N(CC(=O)Nc2cccc([N+](=O)[O-])c2)Cc2ccc(Cl)cc2)cc1,-3,12,3.3,-2.8,3.1,6,-12,-1,0.8,-15
c1cn(CCCNc2ncnc3nc[nH]c23)cn1,·,12,2.6,-0.6,3.1,0,-12,1,0.7,0
COc1ccc(-c2cc(=O)oc3cc(OC(C)C(=O)NCCCn4ccnc4)ccc23)cc1 (centres undefined),4,-32,6.9,-2.3,2.2,3,32,0,0.5,-13
CN(C)C(=O)CCc1ccc2c3c([nH]c2c1)[C@]1(CCC2CCCC2)[C@@H](C(=O)N2CCOCC2)C[C@H](CC(=O)NCCCn2ccnc2)C(=O)N1CC3,-5,-21,-0.6,0.0,1.8,-6,21,0,-1.8,12
Cc1c(NC(=O)CSc2nc3c(cnn3-c3ccccc3)c(=O)[nH]2)c(=O)n(-c2ccccc2)n1C,0,-50,2.1,-2.4,3.0,-8,50,-1,1.2,-7
Cc1ccc(Cl)cc1N(C)C(=O)Cn1ncc2c([nH]c3ccccc32)c1=O,4,-23,2.9,-1.8,-0.6,-1,23,-3,-1.1,-22
NCC1CCN(c2nc3ccccc3c3c2CCCC3)CC1,-3,-55,·,-0.6,3.7,-8,55,-4,·,-4
O=C(NCc1cccnc1)C1CCN(S(=O)(=O)c2cccnc2)CC1,-2,1,3.9,-0.1,-0.1,7,-1,·,-0.4,5

# 2 entries picked at random from the list so far, as already listed:
SMILES,CAL PDZ FP-1,SR-BI uptake up,AddAB inh,CAL PDZ FP-2,phage Ecoli inh,Tat export inh,SR-BI HDL uptake,Wnt bcat act,Ecoli viability,MITF TRPM1 HTS
Cc1ccc(S(=O)(=O)N(CC(=O)Nc2cccc([N+](=O)[O-])c2)Cc2ccc(Cl)cc2)cc1,-3,12,3.3,-2.8,3.1,6,-12,-1,0.8,-15
O=C(NCc1cccnc1)C1CCN(S(=O)(=O)c2cccnc2)CC1,-2,1,3.9,-0.1,-0.1,7,-1,·,-0.4,5

# The main list resumes; the two compounds before the break are reprinted first.
SMILES,CAL PDZ FP-1,SR-BI uptake up,AddAB inh,CAL PDZ FP-2,phage Ecoli inh,Tat export inh,SR-BI HDL uptake,Wnt bcat act,Ecoli viability,MITF TRPM1 HTS
NCC1CCN(c2nc3ccccc3c3c2CCCC3)CC1,-3,-55,·,-0.6,3.7,-8,55,-4,·,-4
O=C(NCc1cccnc1)C1CCN(S(=O)(=O)c2cccnc2)CC1,-2,1,3.9,-0.1,-0.1,7,-1,·,-0.4,5
CC(C)C(c1nnnn1Cc1ccco1)N1CCN(c2nc3ccccc3s2)CC1 (centres undefined),-1,-8,-0.5,-3.1,-0.5,6,8,·,-1.7,-7
Cc1ccc2nc(N3CCOCC3)c(C=O)c(=O)n2c1,6,35,-1.8,-2.7,0.9,-3,-35,1,-1.9,10
COc1ccc(NS(=O)(=O)c2ccc(C(=O)N(C)Cc3cccs3)cc2)cc1,-3,2,·,-2.5,1.1,10,-2,-6,·,-10
Cc1onc(-c2c(Cl)cccc2Cl)c1C(=O)NC(=S)Nc1sc2c(c1C(N)=O)CCC(C)C2 (centres undefined),-1,-12,2.7,-3.0,2.3,-5,12,-2,-2.8,-2
O=C(Nc1ccc(S(=O)(=O)Nc2ccccc2)cc1)C1CC1,-4,2,·,-0.5,-0.4,5,-2,-2,·,-5
CC(C)(C)c1[nH]nc2c1C(c1ccco1)C(C#N)=C(N)O2 (centres undefined),11,-14,-2.1,-4.2,1.7,-6,14,-3,-1.6,-12
COc1ccc2c(c1)[C@H]1[C@H](CO2)[C@H](c2ccccc2)[C@@]2(C)C(=O)N[C@H](C)C(=O)N12,-1,-13,·,-0.6,7.3,-11,13,-3,·,10
O=C1CCCCC1C(=O)c1cn(-c2ccc(Cl)c(Cl)c2)nn1 (centres undefined),-5,1,-0.8,-0.4,2.1,-4,-1,1,0.3,64
Cc1csc2c(N3CCN(C(=O)c4ccc(C(C)(C)C)cc4)CC3)ncnc12,-5,0,1.8,-1.9,0.6,10,0,2,-2.5,-5
Cc1ccc(NC(=O)COC(=O)/C=C/c2ccccc2)cc1S(=O)(=O)N1CCOCC1,·,4,-1.7,0.5,1.8,4,-4,-1,-0.1,1
O=C(NC1CC1)c1cc(-c2ccccn2)nc2ccccc12,·,0,1.8,-1.6,2.5,-12,0,·,-0.5,5
CC(NC(=O)Nc1ccc([N+](=O)[O-])cc1)C(c1cccs1)N1CCCC1 (centres undefined),-3,-2,-2.2,-2.1,3.4,2,2,-4,-2.6,14
COc1ccc(-c2noc(Cc3cccs3)n2)cc1,-3,-10,1.2,-1.4,3.0,11,10,16,-0.8,119*
CCc1cc(C(=O)COc2ccccc2F)c(O)cc1O,-4,45,-1.2,0.2,-0.2,-4,-45,-2,-0.3,3
COc1ccc(Cl)cc1S(=O)(=O)Nc1ccncc1,2,8,1.2,-0.7,2.9,2,-8,0,-1.3,-1
CC1CCN(C(=O)c2cc(-c3ccco3)on2)CC1,-3,31,3.8,-0.8,1.1,-2,-31,24,0.2,55
CCOC(=O)c1cc(C#N)c(SCC(=O)OC)[nH]c1=O,-4,·,1.7,-2.5,1.6,-1,·,-2,1.6,-15
CCOC(=O)NC1(NC2CCCCC2)Oc2ccccc2O1,1,12,0.0,-1.2,0.9,-6,-12,-3,-0.2,-12
CCOc1ccc(CN2CCN(Cc3cc4c(cc3Cl)OCO4)CC2CCO)cc1 (centres undefined),-1,·,0.2,-0.5,1.3,-4,·,-3,0.2,12
O=C(NCC1OCCc2ccccc21)c1cc(COc2c(F)cccc2F)on1 (centres undefined),-1,-14,-0.5,-0.4,0.3,-3,14,5,1.6,35
Cc1ccc(NC(=O)CCn2c(=O)oc3ccccc32)cc1,-4,13,3.3,-1.5,3.1,-2,-13,2,2.0,14
CCn1c(SCCC#N)nnc1-c1ccncc1,-4,14,6.8,-1.0,2.5,-6,-14,-1,0.3,-3
O=C(COC(=O)C1CCCC1)Nc1cccc(Cl)c1Cl,7,5,0.2,-1.6,-0.2,0,-5,1,0.0,-7
Cc1ccc(/C=C/C(=O)O)cc1S(=O)(=O)N(C)CCO,-3,13,2.4,-1.9,3.5,-3,-13,-3,-2.3,-2
CCCC(C(=O)NCc1ccco1)N(C(=O)CNS(=O)(=O)c1ccccc1)c1ccc(OC)cc1 (centres undefined),-2,24,-1.0,-1.4,0.1,-10,-24,-2,-2.4,5
CC(=O)OCCOc1nc(N(C)C)nc(N(C)C)n1,-3,6,1.1,-1.7,3.4,-7,-6,0,-2.6,·

# Shown as a hit in MITF TRPM1 HTS (from the list above):
SMILES	CAL PDZ FP-1	SR-BI uptake up	AddAB inh	CAL PDZ FP-2	phage Ecoli inh	Tat export inh	SR-BI HDL uptake	Wnt bcat act	MITF TRPM1 HTS
COc1ccc(-c2noc(Cc3cccs3)n2)cc1	-3	-10	1.2	-1.4	3.0	11	10	16	119*

# High-throughput results (PubChem)
